WT yeast gro inh – growth inhibition of WT yeast, mitochondrial fusion screen. mitochondrial fusion phenotypic screen, WT strain. 190,000 tested, 2.1% active. inhibition, % at 10 µM; in the data active = inhibition above about 58%; tested in S. cerevisiae
ER stress rescue – rescue of cells from ER stress-induced death, primary screen, 384-well, CSM14.1, thapsigargin, ATP luminescence (AID 1222) | CSM14.1 thapsigargin-induced death rescue, ATP luminescence; higher % means a stronger effect | cellular ATP content (survival), % at 20 µM, or EC50 in µM where a hit was titrated | 190,000 tested, under 10 active;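 active = EC50 below 50 µM in the dose-response confirmation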;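 also: death triggered by thapsigargin at about 15 µM added after 2 h compound pretreatment; cell ATP read after overnight thapsigargin exposure of roughly 18 to 22 hours; normalized against plate controls of thapsigargin alone and 5% DMSO vehicle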
Hep lipid drop – hepatic lipid droplet formation modulation; inhibition, % at 6.5 µM; AML12 mouse hepatocytes, oleate lipid droplets, BODIPY imaging; 240,000 tested, 0.4% active;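 active = lipid droplet intensity inhibited by at least 50%, with more than 500 cells counted; inconclusive = wells with under 300 cells, treated as cytotoxic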
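material = mouse AML12 hepatocyte cell line, fixed after treatment | also added = 100 µM oleic acid challenge | doses = compound at 6.5 µM only | schedule = overnight exposure | technique = Image-based BODIPY and DAPI two-channel analysis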
XIAP antagonists – small molecules displacing peptide from XIAP – biochemical, IAP family, fluorescence polarization (AID 1018); XIAP BIR domain, fluorescence polarization peptide displacement; higher % means a stronger effect; displacement, % at 20 µM, or IC50 in µM where a hit was titrated; 200,000 tested, 0.007% active; in the data active = displacement above about 50%; also: a part of the inactive calls stands beside numbers as strong as those of hits
MT stabilize HCS – microtubule stabilization, imaging screen. HeLa tubulin immunostaining HCS, 24 h; share of cells brighter than vehicle mean+2SD. % tubulin-high responders, % at 10 µM. 200,000 tested, 0.83% active;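 active = plate Z-score above 3 for both tubulin-high and condensed-nucleus cell shares, with cell loss under 80%, at 10 µM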;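 also: anti alpha tubulin signal scored within the nucleus-defined area of each cell; some results filed as inactive read as strong as hits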
bCat nuc transl – modulators of beta-catenin nuclear translocation. HeLa beta-catenin nuclear translocation, immunofluorescence imaging. nuclear translocation activity, % at 5 µM. 190,000 tested, 0.3% active;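 active = nuclear translocation activity above 50% at 5 µM, with a well cell count of 50 or more; inconclusive = wells under 50 cells across six images, flagged as toxic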;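 also: per-cell ratio of nuclear to cytoplasmic median beta-catenin stain intensity; plate controls were DMSO negative control for no effect and GSK-3 inhibitor IX positive control for full effect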
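test system = HeLa cells, endogenous beta-catenin | dosing = single 5 µM dose plus 0.02–20 µM confirmation series | times = compound treatment 24 h, 37°C, 5% CO2 | technique = beta-catenin immunofluorescence imaging with DAPI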
Autophagy HCS – alters autophagy in cells | 190,000 tested, 0.98% active | calls only at 10 µM (by protocol) | MEF GFP-LC3 puncta imaging; test concentration mostly 10 µM | AID 463193;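 active = percentage of spot-positive cells more than 3 SD above its plate mean, without a fluorescence outlier flag or 80% toxicity; inconclusive = no clear call, values can overlap the other calls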;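 also: spot-positive cell cutoff set from DMSO-treated cells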
Dynein transport – dynein cargo transport inhibition; 3617.4 mouse cells, GR-EGFP nuclear translocation imaging; test concentration mostly 20 µM; stimulated with dexamethasone, 1 µM; active compounds read low; z-score, hits read low; 220,000 tested, 0.47% active; AID 1381;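 active = plate z-score of nuclear minus cytoplasmic receptor signal below a set negative limit, without overly bright fluorescence or cell loss, cut at about -3.5 in these data, passing the limit was not always enough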;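 also: z-score of nuclear minus cytoplasmic ring GR-EGFP intensity difference per well; some compounds called inactive have numbers as strong as hits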
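Schedule: 48 h induction, then 1 h compound, then 30 min agonist, 37 °C. Buffer or medium: tetracycline-free induction medium containing charcoal-stripped FBS. Reagent: 1.0 µM final dexamethasone stimulus. Evaluation: nuclear versus cytoplasmic GR-EGFP signal, averaged per well. Signal: high-content fluorescence imaging after fixation.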
Ins promoter up – MIN6 insulin promoter up-regulation; MIN6 insulin promoter-GFP reporter, high-content imaging; active compounds read high; z-score at 5 µM; 190,000 tested, 0.3% active;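 active = z-score above 3 at 5 µM with at least 500 cells counted in the well; inconclusive = wells under 500 cells, flagged as cytotoxic or low count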
WT yeast gro inh mutant strain – also measured in WT yeast gro inh; calls as there; inhibition, %; mitochondrial fusion phenotypic screen, mutant strain inhibition
Dynein transport cytoplasmic EGFP – recorded beside Dynein transport, whose call it bears; z-score; measured here: cytoplasmic GR-EGFP intensity; active compounds read high
Dynein transport nuclear GR-EGFP – further read-out of Dynein transport, marked with its call; z-score; measured here: nuclear GR-EGFP intensity;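 lower value marks the stronger effect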
Dynein transport cell count – further read-out of Dynein transport, marked with its call; z-score; measured here: cell count per field
Ins promoter up cell count – also measured in Ins promoter up; calls as there; cell count; measured here: cytotoxicity, nuclei count;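 total cells summed across four imaged fields per well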
Hep lipid drop cells 6.5 µM – recorded beside Hep lipid drop, whose call it bears; cell count; measured here: cell count, cytotoxicity flag;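 cells counted across two imaged fields per well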
bCat nuc transl cell count 5 µM – second read-out of bCat nuc transl, no call of its own (marks repeat the call); cell count; measured here: cell count, cytotoxicity flag
MT stabilize HCS Hoechst-high % – further read-out of MT stabilize HCS, marked with its call; % Hoechst-high responders; measured here: nuclear condensation Hoechst responders;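 share of cells brighter than vehicle mean plus two SD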
MT stabilize HCS cytotoxicity % – further read-out of MT stabilize HCS, marked with its call; toxicity, %; measured here: cytotoxicity by cell density;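 0% = mean cell density of plate MIN control wells and 100% = no cells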
Autophagy HCS cell loss 18 h – second read-out of Autophagy HCS, no call of its own (marks repeat the call); toxicity, %; measured here: cell loss, nuclei count;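 cell loss after 18 h compound exposure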
* marks the source's active call; other numbers are inactive results; i = inactive; u = inconclusive; x = no result given. Rows were taken by chance, and some 4% of all compounds hit somewhere here.

SMILES	WT yeast gro inh	WT yeast gro inh mutant strain	ER stress rescue	Hep lipid drop	Hep lipid drop cells 6.5 µM	XIAP antagonists	MT stabilize HCS	MT stabilize HCS Hoechst-high %	MT stabilize HCS cytotoxicity %	bCat nuc transl	bCat nuc transl cell count 5 µM	Autophagy HCS	Autophagy HCS cell loss 18 h	Dynein transport	Dynein transport cytoplasmic EGFP	Dynein transport nuclear GR-EGFP	Dynein transport cell count	Ins promoter up	Ins promoter up cell count
O=C(COC(=O)c1ccc2c(c1)C(=O)N(c1cccc3ncccc13)C2=O)c1ccc(Cl)cc1	-22	-60	4.3%	-6	317	-3.1%	4.6	2.9	4.8	-0.2	954	i	-10	-0.11	-0.32	-0.28	0.64	0.5	1402
C=CCn1c(=N)n(CC(=O)OCC)c2ccccc21	-8	6	1.3%	x	x	-3.9%	1.7	2.5	8.6	-2.4	980	i	-12	-0.22	-0.19	-0.11	-0.18	-0.17	1356
CCCOC(=O)Nc1cc(OC)ccc1[N+](=O)[O-]	-1	3	13%	5	694	-4.5%	2.6	1.3	5.9	-0.2	1124	i	24	0.042	-0.28	0.17	0.45	-0.06	1265
Cc1ccc(C(=O)NCCCc2ccccc2)s1	-10	2	-2.5%	-22	487	-7.8%	1.8	2.5	10	0.8	1126	i	2	0.61	-0.22	0.42	-0.78	0.01	1318
Cc1cc(C)nc(NCC(O)CNc2ccccc2Cl)n1 (stereo not drawn)	11	-7	1.4%	-17	684	-2.0%	4.1	3.1	6.2	-1.2	1109	i	19	-0.36	-0.22	0.37	0.86	-0.37	666
CCC(CC)C(=O)N1CCN(Cc2nc3ccccc3c(=O)[nH]2)CC1	-13	-3	-1.3%	-14	727	-8.8%	3.6	4.2	9.4	-0.3	1392	i	-9	-0.88	-0.15	-0.62	-0.11	-0.79	1545
CCOC(=O)N1CCN(C(=O)C(CC)c2ccccc2)CC1 (stereo not drawn)	-11	5	3.9%	12	573	-4.1%	1.3	2.8	7.1	-2.4	555	i	-1	2.2	-0.19	0.94	-1.7	0.43	1422
O=C(COc1ccc(Cl)cc1)NCC(=O)N/N=C/c1cccs1	7	4	6.7%	0	699	-7.0%	1.7	1.7	3.6	1.8	1018	i	-5	-0.76	-0.23	-0.29	0.26	0.92	990
Cc1nc(NC(=O)c2ccccc2)sc1-c1csc(NCc2ccccc2)n1	38	27	6.7%	21	791	-4.5%	1.2	1.0	10	-0.8	1144	i	-9	0.057	0.02	-0.044	-0.61	-1.5	802
Cc1cc(F)c(F)c(C(=O)N2CCCCC2C)c1Cl (stereo not drawn)	-24	4	-1.7%	-31	719	-4.7%	4.2	2.3	5.7	-2.4	1125	i	3	0.21	-0.09	0.16	0.14	2.1	1228
Cc1cc(C)c(C(=O)N2CCCC(C(=O)c3cc(F)ccc3F)C2)o1 (stereo not drawn)	-1	-5	6.1%	-2	708	-6.1%	2.3	2.6	2.9	0.5	1032	i	-4	-1.7	-0.31	-0.89	-0.47	0.41	1411
CCN(CC)c1ccc(C(=S)NCc2ccccc2)cc1	67*	43*	-0.3%	20	644	-6.6%	1.8	0.8	0.4	-2.5	1028	i	-2	-0.89	-0.12	-0.066	0.79	0.14	1665
O=C(Nc1ccc(Cl)cc1F)c1ccccc1Br	3	-13	-1.0%	-11	760	-11%	1.7	1.5	2.0	0.2	534	i	19	0.055	0.32	0.8	-0.35	0.18	1393
CCOC(=O)N1CCN(C(=O)c2c(O)c3cccc4c3n(c2=O)CC4)CC1	-3	3	2.1%	2	823	-3.5%	2.4	2.2	9.7	2.4	1131	i	-13	-0.65	-0.23	-0.018	0.38	0.66	1150
CNC(=O)CSc1nnc(-c2ccncc2)n1Cc1ccccc1	-7	-34	-0.5%	x	x	-4.6%	3.6	1.9	4.6	-0.2	1383	i	1	-0.11	-0.36	-0.01	0.61	0.38	1397
CCOc1ccc2nc(SCC3CC3(Cl)Cl)[nH]c2c1 (stereo not drawn)	x	x	x	-1	711	x	x	x	x	29	829	x	x	0.51	-0.06	0.35	0.16	-0.19	1089
CCN1CCN(CCNC(=O)c2ccc(/C=C3/Sc4ccccc4N(Cc4ccccc4C)C3=O)cc2)CC1	77*	22*	-11%	-21	683	-15%	1.5	1.7	11	11	1028	i	-24	-0.27	0.12	0.16	-0.02	-1.2	1046
Cc1ccc(S(=O)(=O)NCC(=O)N2CCCC2)cc1	x	x	-2.5%	-7	766	-5.4%	2.0	1.8	5.9	-11	1145	i	1	-0.26	-0.3	-0.16	0.66	x	x
O=C(NC(=S)NCc1ccccc1)c1ccccc1[N+](=O)[O-]	7	8	4.3%	-7	640	-3.7%	2.7	2.1	6.1	0.1	1493	i	-1	-1.5	-0.24	-1.1	1.5	-0.05	1071
Cc1ccc(S(=O)(=O)Nc2c3ccccc3nc(=O)n2-c2ccccc2)cc1	-16	-3	0.1%	14	787	-2.5%	1.1	1.6	12	-6.5	1169	i	0	-0.5	-0.34	-0.12	0.27	x	x
COc1cc(C(=O)NCC(=O)OC(C)C(=O)Nc2ncc(Cl)cc2Cl)cc(OC)c1OC (stereo not drawn)	-9	16	2.1%	10	674	-4.5%	6.5	2.8	12	2.0	1086	i	10	-0.71	-0.34	-0.084	1.9	-1.2	1326
Cc1ccc(N(CC(=O)N/N=C/c2ccc(OC3CSC3)cc2)S(=O)(=O)c2ccccc2)c(C)c1	16	-2	2.4%	49	642	-3.1%	3.8	2.7	12	0.1	1121	i	-3	-1.9	-0.23	-0.71	0.98	-0.46	1491
CC(=O)Nc1cc(C(=O)OC(C(=O)c2ccccc2)c2ccccc2)ccc1C (stereo not drawn)	-12	11	2.4%	x	x	-1.1%	1.9	1.2	3.2	1.3	1456	i	5	-0.33	-0.21	-0.27	0.79	0.32	1582
CSCCC(NC(=O)c1cccc(C)c1)C(=O)O (stereo not drawn)	9	1	-2.6%	5	701	-9.6%	5.2	2.7	5.4	0.4	982	i	-4	-0.21	0.3	0.48	-0.26	2.2	1171
Cc1cccc2c1N(CCOc1ccccc1Cl)C(=O)C2=O	13	-10	-1.8%	11	663	-9.4%	1.8	2.0	6.9	-1.7	1055	i	-3	-0.0052	-0.23	0.23	1.4	0.3	1456
CCCCc1nc2ccccc2c(=O)n1NC(=O)c1c(O)c2cccc3c2n(c1=O)CCC3	x	x	-2.4%	x	x	-2.9%	x	x	x	-4.6	1098	x	x	x	x	x	x	0.36	1208
O=C(Cn1cnc2cc([N+](=O)[O-])ccc2c1=O)NCCc1ccc(F)cc1	-5	-14	-0.2%	-8	649	-5.9%	2.7	1.9	4.6	-4.5	1058	i	15	-0.67	-0.33	-0.8	1.4	-0.56	1142
NCCc1ccc(O)c(O)c1	-6	-9	-3.9%	6	759	-8.7%	2.8	2.3	8.7	4.6	551	i	23	0.02	-0.28	0.47	0.14	x	x
COC(=O)c1cccnc1NC(=S)NC1CCCCC1	8	30	-2.2%	4	722	-6.7%	3.0	2.1	3.7	-1.6	1176	i	8	-0.19	-0.32	-0.0055	0.3	x	x
C/C(=N\NS(=O)(=O)c1ccccc1)c1cccc(NC(=O)c2cccc(Cl)c2)c1	8	0	1.9%	-3	645	-2.0%	3.5	2.5	8.8	0.8	1033	i	16	0.62	-0.25	0.25	-0.63	-0.39	1472
CC(=O)N1CCN(C2=Nc3cccc4cccc2c34)CC1	-2	15	-1.3%	x	x	-24%	5.0	2.0	3.9	-0.6	1182	i	2	-0.63	-0.15	0.12	0.21	2.3	930
CCCCOc1ncnc2c1[nH]c1ccc(F)cc12	-6	-7	-1.1%	x	x	-1.5%	8.0	4.0	4.6	-2.2	860	i	6	-0.17	-0.14	0.098	0.16	u	x
Cn1c(COc2ccccc2)nnc1SCC(=O)NNC(=O)C1CCCCC1	-19	-18	1.7%	-2	663	-4.6%	2.6	1.2	5.2	0.0	1097	i	-8	-0.38	-0.33	0.055	0.59	0.55	1471
CC(=O)NCCn1c(SCC(=O)OCc2ccccc2)nc2ccccc2c1=O	-3	-13	-0.4%	x	x	-5.7%	4.6	2.5	6.1	-1.6	1362	i	-5	0.2	-0.32	0.16	-0.02	0.23	1472
CC(C)C(=O)N(Cc1cc2ccccc2[nH]c1=O)C(C)C	14	-5	0.5%	x	x	-2.9%	3.9	2.4	5.2	-7.1	1044	i	-13	2.6	-0.14	1.7	-2.3	-0.93	1508

Compound activity as filed in PubChem.
